Growth percent in the NCI-60 one-dose screen (48 h, 10 µM unless noted): 100 = growth as untreated, 0 = no growth, -100 = all killed.
RXF 393: RXF 393 renal cancer cells | 6.9% of 77,000 active | AID 1794773
OVCAR-8: OVCAR-8 ovarian cancer | 4.4% of 81,000 active | AID 1794782
OVCAR-5: OVCAR-5 ovarian cancer; 2.9% of 82,000 active; AID 1794783
OVCAR-4: OVCAR-4 ovarian cancer cells; 3.7% of 80,000 active; AID 1794784
CAKI-1: CAKI-1 renal cancer; 4.7% of 75,000 active
A498: A498 renal cancer cells; 5.4% of 76,000 active
ACHN: ACHN renal cancer. AID 1794771. 4.9% of 81,000 active
OVCAR-3: OVCAR-3 ovarian cancer; 7% of 79,000 active; AID 1794787
The depositor's hits bear a star; x = not tested or not shown; & = joins results of further samples. The calls were made as follows: active = growth percent below 10; inactive = the rest.

SMILES	RXF 393	OVCAR-8	OVCAR-5	OVCAR-4	CAKI-1	A498	ACHN	OVCAR-3
CC(=O)C(CCCN(C)C)(c1ccccc1)c1ccccc1	105	92	101	102	90	81	103	99
CC(=O)OCC1OC(OC2C(COC(C)=O)OC(OCCC[S-])C(OC(C)=O)C2OC(C)=O)C(OC(C)=O)C(OC(C)=O)C1OC(C)=O.[Au+].c1ccc(CN2[CH-]N(Cc3ccccc3)C(c3ccccc3)=C2c2ccccc2)cc1 (stereo not drawn)	26	22	62	17	x	-1.7*	15	-3.0*
CCN(CC)CCC(C#N)c1ccccc1 (stereo not drawn)	104	109	94	109	93	115	102	110
COc1ccc(-c2nnc3c4nnc(C)n4c4ccccc4n23)cc1OC	104	97	94	123	95	88	90	110
Nc1nc(Cl)ncc1[N+](=O)[O-]	114	102	113	99	91	96	102	114
CS(=O)(=O)N1CC(CCl)c2ccc([N+](=O)[O-])cc21 (stereo not drawn)	105	106	93	111	95	105	90	111
CC1CCC(C(C)C)C(NN)C1 (stereo not drawn)	115	93	107	111	x	105	x	113
O=C(CCNc1nc2ccccc2[nH]1)Nc1nc2ccccc2[nH]1	105	98	90	96	99	87	97	103
c1ccc(-c2cc(-c3nnc(SCCN4CCOCC4)o3)c3ccccc3n2)cc1	102	x	92	98	96	76	93	103
CCOc1cccc(N(CC)CC)c1	118	111	99	111	97	104	95	113
O=c1cc(CP(=O)(O)O)c2cc(O)c(-c3ccccc3)cc2o1	105	101	101	98	93	109	98	108
Cc1c(C2=NOC3C(=O)N(c4ccccc4)C(=O)C23)no[n+]1[O-] (stereo not drawn)	102	101	101	107	91	104	103	113
CCOC(=O)c1cc(=O)[nH]c(Nc2nc3ccccc3s2)n1	114	103	106	107	80	119	100	107
O=C1CNC(=O)CN1	138	100	90	101	93	115	104	98
O=C(Nc1ccccc1Cl)Oc1ccc(C(=O)c2ccccc2)cc1	106	97	100	98	121	60	97	94
Nc1cc(SCc2ccccc2)nc(N)n1	100	100	102	109	x	89	106	103
COc1ccc2cc(C(=O)/C=C/N3CCN(CCO)CC3)ccc2c1	102	96	96	101	90	104	102	90
COc1ccc(N2CCC(=S)NC2=S)cc1	119	99	104	90	85	108	104	103
CCOC(=O)Cc1cnn(C)c1-n1c(-c2ccccc2)nc2cc(Cl)ccc2c1=O	90	99	93	107	76	103	102	100
O=c1[nH][nH]c(=O)c2c([N+](=O)[O-])cccc12	x	124	108	101	77	92	109	101
O=C1CCC23OC4ON=C(c5ccccc5)C4C2C(O)c2ccccc2N13 (stereo not drawn)	117	107	105	114	x	127	104	106
CN(C)C(=S)SCc1cc(Cl)cc(Cl)c1O	100	98	114	116	x	108	111	102
COc1nc(=S)nc(OC)[nH]1	111	102	100	104	91	x	91	108
CCOc1ccc(/C=N/NC(N)=S)cc1OCC	119	109	114	107	102	96	108	109
Cn1ccc2cc(-c3ccc(C4CC4)o3)ccc21	120	101	109	91	85	85	99	108

Remaining list, next part.
SMILES	RXF 393	OVCAR-8	OVCAR-5	OVCAR-4	CAKI-1	A498	ACHN	OVCAR-3
Clc1cc(Cl)cc(-c2cnc3nonc3n2)c1	108	94	94	86	93	100	73	36
CCOC(=O)/C(C)=N\Nc1ccc(Cl)cc1	107	95	90	88	82	71	101	108
N/C(=N\c1nc2ccccc2s1)NC(=O)NC(CO)CO	102	109	111	97	94	106	109	111
COc1ccc(C(=O)Cn2cnc3c(Nc4cc(C(=O)Nc5ccc(CCN6CCN(c7ccccc7)CC6)cc5)ccc4C)ncnc32)cc1	100	94	108	78	x	88	95	88
COC(=O)[C@@]1(/C=C/c2ccccc2)C(=O)N(c2ccc(OC)cc2)[C@@]1(C(=O)OC)c1ccc(Cl)cc1	78	88	96	57	68	83	94	85
CCOC(=O)CCN(CC(C)C)C(=S)Nc1ccccc1	122	102	100	112	102	x	101	124
c1ccc(COCCN2CCCCC2)cc1	107	106	99	107	x	122	102	104
Cn1c(=O)c2nc3n(c2n(C)c1=O)C(=N)C(C(=O)c1ccccc1)N=N3 (stereo not drawn)	119	107	106	93	126	135	108	116
O=C(O)CCCCc1ccc([N+](=O)[O-])cc1	148&116	102&114	90&116	106&101	102&107	127&84	98&103	121&106
CC(C)COc1ccc(C(=O)NNC(=O)c2ccc(=O)[nH]c2)cc1	108	105	99	107	111	90	108	113
O=C1C(Cl)=CC(=NCl)C=C1Cl	109	105	97	92	87	84	102	108
CCCCCc1nc2c(c3c1CCCC3)CCCC2	80	60	67	71	61	84	83	70
O=C(O)c1ccc(-n2cc(CNc3ccc(F)c(Cl)c3)c(-c3ccc(F)cc3)n2)cc1	x	93	109	99	x	103	83	100
Nc1ccc(S(=O)(=O)O)c2cccc(O)c12	116&125	109&96	100	117&99	88&90	98&151	101&93	98&115
COc1ccc(CC(=S)N2CCOCC2)cc1	121	104	103	115	111	113	104	118
COc1cc2ncnc(Nc3ccc(F)c(Cl)c3)c2cc1OCC(=O)N1CCOCC1	107	87	74	83	48	66	32	80
Oc1ccc(Cl)cc1-c1nc2ccccc2s1	121	94	124	82	98	89	111	103
CCCCCC1(/C=N/NC(N)=S)NC(=O)NC1=O (stereo not drawn)	x	101	101	110	101	x	108	110
COc1ccc2c(c1)c(-c1csc(-c3ccc4ccccc4c3)n1)cn2C	107	102	97	64	95	x	108	102
CN(C)CCSC1=Nc2ccc(Cl)cc2C(c2ccccc2Cl)N(C)C1 (stereo not drawn)	104	79	88	39	20	127	74	60
CN1CCN(c2ccc(Nc3nc(NCCNS(=O)(=O)c4cccc(Br)c4)c4sccc4n3)cc2)CC1	54	96	105	89	74	95	102	x
CSc1nc2[nH]c(N)nc(=S)c2[nH]1	x	109	101	107	96	88	111	103
CC(=O)C1=CC=C(c2cc3cc(Br)ccc3oc2=O)NC1C(F)(F)F (stereo not drawn)	111	79	109	65	77	140	83	113
N#Cc1c(N)nc2c3c(N)n4c(nc3nn2c1=Nc1ccc(Cl)cc1)sc1cc([N+](=O)[O-])ccc14	99	99	107	106	92	100	96	69
CC(=O)Oc1csc(N(C(C)=O)c2ccc(Cl)cc2Cl)n1	101	105	95	91	94	79	102	107

Continued:
SMILES	RXF 393	OVCAR-8	OVCAR-5	OVCAR-4	CAKI-1	A498	ACHN	OVCAR-3
C(#CC(c1ccccc1)c1ccccc1)c1ccccc1	112	102	99	91	87	82	98	105
Cc1cc(OCC(=O)O)ccc1Cl	122	96	105	110	90	117	101	117
NC(=O)c1c(NC(=O)c2cccc(C(F)(F)F)c2F)sc2c1CCC(=O)C2	-5.5*	18	16	6.9*	-9.0*	71	6.7*	12
Cc1cc(NS(=O)(=O)c2ccc(N=Nc3c(N)nc(N)[nH]c3=O)cc2)nc(C)n1	98	102	101	98	98	97	106	112
CN(CCCC(=O)NO)CCC(=O)Nc1ccccc1	91	107	92	108	99	106	97	111
c1ccc(CN2C(c3ccccc3)=Nc3ccccc3C2c2c[nH]c3ccccc23)cc1 (stereo not drawn)	43	44	61	27	36	64	51	58
CC(=O)N1N=C(N)SC1c1ccc(Cl)c(Cl)c1 (stereo not drawn)	98	98	97	92	99	93	104	103
N#C/C(=C\c1ccc(-c2cccc(Cl)c2)o1)c1ccc(F)cc1	99	103	99	99	76	x	99	x
Cc1ccc2[nH]c(O)c(N=NC(=O)c3cc4ccccc4[nH]3)c2c1	102	99	107	105	86	x	103	110
O=C1/C(=C/c2cc(Cl)cc(Cl)c2)Cc2cc3c(cc21)OCO3	115	104	114	101	88	74	108	109
Cn1cc(/C=C2/C(=O)Nc3ccccc32)c2ccccc21	97	95	106	86	65	118	83	90
CC1=C(C(=O)O)CCc2ccccc21	103	103	102	99	95	84	95	104
CCOC(=O)c1cc[nH]c1CC(=O)NC	119	101	98	104	105	119	106	94
CNS(=O)(=O)Oc1ccc(-c2sc3cc(OS(=O)(=O)NC)ccc3c2C(=O)c2ccc(OCCN3CCCCC3)cc2)cc1	39	87	88	70	59	76	97	84
Cc1ccc(NC(=O)c2ccc(Nc3ncnc4c3cnn4-c3cccc(F)c3)cc2)cc1	93	98	100	99	91	81	98	106
COc1cc(O)c(C(C)=O)c(OC)c1	121	101	101	101	101	x	107	122
c1ccc2c(c1)CC1C[C@@H](c3cccc4ccccc34)N2O1 (stereo partly drawn)	95	93	79	73	79	69	88	98
Clc1csc2ccccc12	111	x	113	115	x	x	104	x
Cc1cccc(C)c1NC(=O)CN(CC(C)C)CC(O)COc1ccccc1 (stereo not drawn)	103	105	100	87	x	64	104	111
Cn1ccnc1[C@@H]1C[C@@H]2C(=O)N(c3ccccc3)C(=O)[C@@H]2c2c1n(C)c1ccccc21	108	99	99	99	87	111	103	106
CCCCCCCCCCCCSSC(=S)OC(C)C	101	83	115	108	102	117	94	94
CCN(CC)c1ccc(C)cc1	115	113	98	103	115	93	105	117
O=C1C2=C(CCN(Cc3ccccc3)C2)N2CCN=C2N1Cc1cccs1	113	93	113	94	99	82	114	100
NC(=O)c1n[nH]n2c1nc(=O)c1c3c(sc12)CCCC3	x	101	111	118	x	115	111	107
CCOC(=O)C1=C(c2ccccc2)N=C2SC=C(c3ccc(Cl)cc3)N2C1c1ccc(Br)cc1 (stereo not drawn)	69	80	95	51	61	47	87	67

(cont.)
SMILES	RXF 393	OVCAR-8	OVCAR-5	OVCAR-4	CAKI-1	A498	ACHN	OVCAR-3
O=C(O)c1c(CNCc2ccccc2Cl)nc2ccc(Cl)cc2c1-c1ccccc1	102	101	77	109	104	100	103	107
C=S(=C)(N)c1ccc(Nc2c(C#N)c(OCC)[nH]c(=S)c2C#N)cc1	117	103	109	106	91	96	108	113
NS(=O)(=O)c1ccc(CN/C=C/C(=O)c2cc3ccccc3oc2=O)cc1	99	100	98	95	73	112	88	97
O/N=C1\CCC2CCCCC2C1 (stereo not drawn)	104	112	104	98	96	103	97	111
COc1cc(/C=C/C(=O)c2nc3cc(F)ccc3nc2C)cc(OC)c1OC	55	36	90	78	106	98	87	55
O=[N+]([O-])c1cccc(/C=C\C=C\c2ccccc2)c1	95	95	104	86	95	55	92	97
Cc1[nH]c(=O)[nH]c(=O)c1[N+](=O)[O-]	153	108	108	110	107	x	111	115
COc1cc2ncnc3c2cc1OCCCCCN(C)Cc1ccc(Br)cc1N3	69	42	50	42	19	61	8.6*	47
COc1cc2c(cc1-c1c(C)noc1C)ncc1nc(C3CCC(F)(F)CC3)n([C@@H](C)COC(F)F)c12	55	46	62	43	24	-13*	37	39
c1ccc(NCCc2ccccn2)cc1	119	104	101	105	97	101	103	110
CCCCOc1nc2c(C)cccc2cc1C(c1cn(Cc2ccccc2)c2ccccc12)c1cn(Cc2ccccc2)c2ccccc12	x	113	102	126	93	103	99	107
O=C(Cc1ccc(Cl)cc1)n1cccc1	112	110	98	135	109	112	103	110
COC(=S)SCc1cc(=O)oc2ccc(OC)cc12	112	100	98	96	x	103	91	99
CC(=O)Oc1ccccc1C(=O)Oc1ccc(/C=C/c2cc(OC(=O)c3ccccc3OC(C)=O)cc(OC(=O)c3ccccc3OC(C)=O)c2)cc1	108	98	100	106	95	87	92	98
CCN(CC)CCCNc1ccnc2cc3ccccc3cc12	36	60	85	77	75	94	71	74
CN(C)Cc1cc(C(C)(C)C)ccc1O	106	107	104	89	95	90	105	105
Nc1n[nH]c(-c2cc(Cl)ccc2O)c1-c1ccccc1	86	91	67	86	80	101	61	107
COc1ccc(/C=C2/CCOC2=O)cc1	141	96	113	109	52	78	105	x
C=CCc1c(C)nc(NC(C)=O)[nH]c1=O	119	97	107	108	x	x	104	104
O=C(N/N=C1/C2CC3C(C2CO)[C@H]13)c1ccncc1 (stereo partly drawn)	116	76	103	108	x	99	108	104
CCOC(=O)C(Cc1ccccc1)n1c(O)c(C=Nc2cc(Cl)ccc2OC)sc1=S (stereo not drawn)	97	107	102	84	84	x	104	93
CSc1nc(N)c(N=Nc2ccc(S(=O)(=O)Nc3nnc(C)s3)cc2)c(=O)[nH]1	110	103	113	x	139	98	102	106
CCCC1(C)NC(=O)NC1=O (stereo not drawn)	x	98	94	105	91	x	101	102

Molecules above that have a carbonyl joined to an NH by a bond outside any ring, in the order listed:
SMILES	RXF 393	OVCAR-8	OVCAR-5	OVCAR-4	CAKI-1	A498	ACHN	OVCAR-3
O=C(CCNc1nc2ccccc2[nH]1)Nc1nc2ccccc2[nH]1	105	98	90	96	99	87	97	103
O=C(Nc1ccccc1Cl)Oc1ccc(C(=O)c2ccccc2)cc1	106	97	100	98	121	60	97	94
N/C(=N\c1nc2ccccc2s1)NC(=O)NC(CO)CO	102	109	111	97	94	106	109	111
COc1ccc(C(=O)Cn2cnc3c(Nc4cc(C(=O)Nc5ccc(CCN6CCN(c7ccccc7)CC6)cc5)ccc4C)ncnc32)cc1	100	94	108	78	x	88	95	88
CC(C)COc1ccc(C(=O)NNC(=O)c2ccc(=O)[nH]c2)cc1	108	105	99	107	111	90	108	113
NC(=O)c1c(NC(=O)c2cccc(C(F)(F)F)c2F)sc2c1CCC(=O)C2	-5.5*	18	16	6.9*	-9.0*	71	6.7*	12
CN(CCCC(=O)NO)CCC(=O)Nc1ccccc1	91	107	92	108	99	106	97	111
CCOC(=O)c1cc[nH]c1CC(=O)NC	119	101	98	104	105	119	106	94
Cc1ccc(NC(=O)c2ccc(Nc3ncnc4c3cnn4-c3cccc(F)c3)cc2)cc1	93	98	100	99	91	81	98	106
Cc1cccc(C)c1NC(=O)CN(CC(C)C)CC(O)COc1ccccc1 (stereo not drawn)	103	105	100	87	x	64	104	111
NC(=O)c1n[nH]n2c1nc(=O)c1c3c(sc12)CCCC3	x	101	111	118	x	115	111	107
C=CCc1c(C)nc(NC(C)=O)[nH]c1=O	119	97	107	108	x	x	104	104
O=C(N/N=C1/C2CC3C(C2CO)[C@H]13)c1ccncc1 (stereo partly drawn)	116	76	103	108	x	99	108	104

Bioassay records deposited in PubChem BioAssay by NCI.
